Nrf2 block: inhibitors of Nrf2 signaling | actives 2.1% (n = 360,000) | Potency, µM (top dose mostly 46 µM), for inactives: top-dose activity change, negative = inhibition, usual class: inhibitors | AID 504444 | A549 ARE-Fluc reporter, luciferase luminescence, 18-24 h; note: potency is the fitted concentration of half-maximal effect; % is set by controls: 0 for no effect and ±100 for the full control effect; nearly all actives have a fitted effect of over 60% in size
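A549 ARE_Fluc cells (5000/well, 5% FBS OPTI-MEM) pre-incubated 2 h, then treated with compounds 18-24 h at 37C/5% CO2 in concentration-response. CellTiter-Fluor viability read first; BugLite luciferase luminescence after 15 min at room temperature gives Nrf2 activity.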
Akt phos inh: Akt phosphorylation inhibition; Neuro2A IGF-stimulated pAkt S473 HTRF, 20 min; hits give low values; activity change, % for hits at 50 µM; actives 0.32% (n = 360,000); in the data active = activity change below about -80%; inconclusive = mostly about -51% to -80%; note: % is set by controls: 0 for no effect and ±100 for the full control effect
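Neuro2A cells (4,500/well, DMEM with 0.5% FBS) were treated with compound at a single 50 µM final concentration, stimulated with 6 nM IGF for 20 min at 37 °C, and lysed. Phospho-Akt Ser473 was read by HTRF as 665/615 ratio ×10^4.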
TGFb SMAD3 inh: TGF-b pathway inhibition | Potency, µM (top dose mostly 46.1 µM), for the others: at the highest dose activity, negative = inhibition, most hits filed as inhibitors | AID 588855 | actives 1.2% (n = 410,000) | HepG2 CAGA-GFP TGF-b/SMAD3 reporter, GFP fluorescence, 18 h; TGF-beta stimulated, 500 pg/mL final; note: potency is the fitted concentration of half-maximal effect; % is set by controls: 0 for no effect and ±100 for the full control effect; nearly all actives have a fitted effect of over 65% in size
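HEPG2 CAGA-GFP, 1000 cells/well; 2 h settle, 37 C; cpd via pin tool; TGF-b 500 pg/mL final; 18 h, 37 C; GFP imaging ex488/em500-530; %Activity normalised to -TGF-b and +DMSO controls; CRC fit, curve class.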
CCT chaperon mod: changes cytosolic chaperonin activity. purified chaperonin ATPase assay, HTRF ADP detection, 30 min. actives 0.3% (n = 360,000). activity change, % (concentration not given with the values), hits read low; in the data active = activity change below about -30%; note: % is set by controls: 0 for no effect and ±100 for the full control effect
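TRiC at 40 or 20 nM final (batch-dependent) in 30 mM Tris pH 7.4, 100 mM KCl, 5 mM MgCl2, 1 mM DTT, with compound at single 76 uM and 10 uM ATP, 30 min at 37 deg C. ADP detected by HTRF Transcreener, 665/615 ratio.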
A549 viability: A549 cytotoxicity, counter-screen for Nrf2 inhibitors; A549 ARE-Fluc cells, CellTiter-Fluor viability, 18-24 h; Potency, µM (highest dose often 46 µM), for the others: top-dose activity change, negative = cytotoxicity, hits mostly inhibitors; actives 0.16% (n = 390,000); AID 504648; note: potency is the fitted concentration of half-maximal effect; % is set by controls: 0 for no effect and ±100 for the full control effect
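A549 ARE_Fluc cells in 5% FBS OPTI-MEM were exposed to compounds in concentration-response for 18-24 h at 37 deg C. Viability was read by CellTiter-Fluor fluorescence (Ex 405/Em 525) after 30 min, before the luciferase read.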
Mm-Cpn inhibitor: blocks the Methanococcus maripaludis chaperonin Mm-Cpn. purified Mm-Cpn ATPase, ADP Transcreener TR-FRET. Potency, µM (top dose mostly 76.9 µM), for the others: at the highest dose activity, negative = inhibition, most hits filed as inhibitors. actives 0.031% (n = 330,000); note: potency is the fitted concentration of half-maximal effect; % is set by controls: 0 for no effect and ±100 for the full control effect; nearly all actives have a fitted effect of over 80% in size
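TR-FRET (320 nm excitation; 590 and 665 nm emission) reports ADP made from 10 uM ATP by 25 nM enzyme; compounds were preincubated 10 min, reaction run 30 min, both at 37°C.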
EPAC2 agonist: EPAC2 (human) agonism; EPAC2 activation, biochemical qHTS; response scale: 100% = 6.5 mM cAMP response; actives 0.079% (n = 360,000); Potency, µM (top dose mostly 154 µM), inactives show top-dose activation, actives largely listed as activators; Q8WZA2; note: potency is the fitted concentration of half-maximal effect; nearly all actives have a fitted effect of over 50% in size
Target sequence (Q8WZA2 whole entry, looked up): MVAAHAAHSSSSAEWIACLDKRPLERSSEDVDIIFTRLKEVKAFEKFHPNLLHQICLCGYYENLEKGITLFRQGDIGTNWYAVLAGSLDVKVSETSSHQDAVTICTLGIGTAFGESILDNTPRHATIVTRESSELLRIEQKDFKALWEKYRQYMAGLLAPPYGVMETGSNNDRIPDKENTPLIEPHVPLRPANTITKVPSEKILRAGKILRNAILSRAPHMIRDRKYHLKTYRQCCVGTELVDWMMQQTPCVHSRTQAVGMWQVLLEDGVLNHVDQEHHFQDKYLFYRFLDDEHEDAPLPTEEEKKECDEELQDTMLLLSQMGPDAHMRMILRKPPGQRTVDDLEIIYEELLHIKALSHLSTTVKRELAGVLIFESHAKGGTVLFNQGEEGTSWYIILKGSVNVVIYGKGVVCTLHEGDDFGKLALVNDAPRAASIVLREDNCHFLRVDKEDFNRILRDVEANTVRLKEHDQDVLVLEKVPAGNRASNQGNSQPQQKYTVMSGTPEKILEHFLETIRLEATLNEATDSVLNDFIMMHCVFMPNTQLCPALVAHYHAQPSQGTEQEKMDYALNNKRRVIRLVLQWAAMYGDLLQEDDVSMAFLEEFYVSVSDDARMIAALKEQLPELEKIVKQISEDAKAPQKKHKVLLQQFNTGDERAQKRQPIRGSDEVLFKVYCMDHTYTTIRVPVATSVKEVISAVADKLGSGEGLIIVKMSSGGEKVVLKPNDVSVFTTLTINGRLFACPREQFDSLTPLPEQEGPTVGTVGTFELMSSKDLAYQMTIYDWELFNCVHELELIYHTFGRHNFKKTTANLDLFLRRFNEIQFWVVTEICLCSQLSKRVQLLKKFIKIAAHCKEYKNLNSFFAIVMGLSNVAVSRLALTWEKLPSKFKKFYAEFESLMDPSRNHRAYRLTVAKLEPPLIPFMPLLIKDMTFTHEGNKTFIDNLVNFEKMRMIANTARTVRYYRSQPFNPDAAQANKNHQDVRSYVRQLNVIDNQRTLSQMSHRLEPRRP
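Setup: EPAC2 100 nM, labeled Rap1B complex 250 nM, free GDP 50 uM. Compound titrations pinned in, brief spin, 5 min room temperature incubation. Kinetic fluorescence read over 30 min, normalized to 6.5 mM cAMP.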
Nrf2 ARE act: activators of Nrf2 (ARE) signaling. AREc32 ARE-luciferase reporter (MCF7-derived line), luminescence, 24 h. Potency, µM (doses to about 46.1 µM), without a hit: at the highest dose activation, hits mostly activators. actives 0.31% (n = 410,000). AID 624171; note: potency is the fitted concentration of half-maximal effect; % of control where 0% means no effect; nearly all actives have a fitted effect of over 65% in size
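Nrf2 activation is followed as ARE-luciferase induction in the AREc32 line after one day of compound treatment; luminescence is read with Steady-Glo.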
EPAC2 antag: EPAC2 (human) antagonism | Q8WZA2 | EPAC2 GEF exchange of Rap1B-BODIPY-GDP, fluorescence | Potency, µM (series often up to 114 µM), for the others: at the top dose activity, negative = inhibition, usual class: inhibitors | actives 0.18% (n = 360,000); note: potency is the fitted concentration of half-maximal effect; % is set by controls: 0 for no effect and ±100 for the full control effect; nearly all actives have a fitted effect of over 45% in size; many of its hits are not listed in these tables
* = called active by the depositor; i = inactive; u = inconclusive; x = no result given; & = joins results of further samples; [ ] = dose if it differs, or a comment. Unless noted, calls come from the whole dose curve; as a rule, active = well fitted curve in the direction sought with a large enough effect; inconclusive = small, poorly fitted or top-dose-only effect, or another doubt; inactive = no such curve, though single readings can be large; an effect the other way counts as inactive or inconclusive.

SMILES | Nrf2 block | Akt phos inh | TGFb SMAD3 inh | CCT chaperon mod | A549 viability | Mm-Cpn inhibitor | EPAC2 agonist | Nrf2 ARE act | EPAC2 antag
O=C(COC(=O)COc1cccc(C(F)(F)F)c1)NC1CCS(=O)(=O)C1 (centres undefined) | 5% | i | 3% | -0.9 | -10% | 0% | 11% | -0.2% | 6%
c1ccc(C(NCCNC(c2ccccc2)c2ccccc2)c2ccccc2)cc1 | 2% | i | u | -2.3 | -7% | -1% | 14% | -0.5% | -9%
CCCCCc1nc2c(C#N)c(-c3ccc(Cl)cc3)ccn2n1 | -12% | i | 24% | -0.4 | -11% | -1% | 0% | 2.5% | -7%
C1CCCCCC2(CCCCC1)OCC(CN1CCOCC1)O2 (centres undefined) | 9% | i | -17% | -7.4 | 9% | 1% | 12% | 0.4% | 2%
COc1ccc(/C=N/N2CCOCC2)cc1Cn1nc(C)c([N+](=O)[O-])c1C | -5% | i | -2% | -1.2 | 10% | -2% | 0% | 3.3% | -4%
CC(C)c1nc(SCC(=O)N2CCCC2)c2c(=O)n(C)c(=O)n(C)c2n1 | 2% | i | -13% | -1.6 | 3% | x | 1% | 0.0% | 1%
COc1ccc2c(c1)cc1n2CCN=C1NCCO | 4% | i | 0% | -2.5 | 23% | -7% | 3% | 0.0% | -5%
CCn1c(CN2CCC(C)CC2)nc2cc(S(=O)(=O)N3CCCCC3)ccc21 | x | i | -13% | 1.3 | x | x | 14% | 2.8% | 3%
COc1ccc(CCNC(=O)c2cc(S(=O)(=O)N3CCCCC3)c[nH]2)cc1OC | -1% | i | 0% | -7.7 | -2% | 0% | -5% | -0.5% | -4%
Cc1ccc(C)c(NC(=O)CSc2nc(-c3ccccc3Cl)nc3c2Cc2c(CO)cnc(C)c2O3)c1 | 20% | x | 1% | x | -2% | x | x | -0.4% | x
CCc1c(O)cc2n(c1=O)-c1ccccc1C2(C)C | -7% | i | -1% | -2.3 | 3% | 2% | 11% | -0.1% | -8%
C#CC[N+]1(CC#Cc2ccc(C)cc2)CCCCC1 | -25% | i | 0% | 0.4 | -7% | 1% | 1% | 0.5% | 15%
O=C(c1cc(C2CC2)nn1-c1ccccc1)N1CCN(S(=O)(=O)c2ccc(F)cc2)CC1 | x | i | 11% | -3.0 | x | x | 9% | -0.5% | 0%
CCN1CCN(C(=O)c2cc(COc3ccc(F)cc3F)on2)[C@@H](C)C1=O | u | i | -19% | -2.2 | 0% | 1% | 2% | 0.5% | 1%
CC12C(=O)N(c3ccccn3)C(=O)C1C1C=CC2C1 (centres undefined) | 5% | i | 0% | 0.4 | 15% | -16% | 9% | 2.2% | 8%
CC(C)(C)n1nc2c(c1NC(=O)CCCc1ccccc1)CS(=O)C2 (centres undefined) | 8% | i | 0% | 0.6 | 1% | 1% | 8% | -0.8% | -2%
Cc1ccc(N2C(=O)c3ccc(C(=O)N4CCN(Cc5ccccc5)CC4)cc3C2=O)cc1 | -3% | i | -9% | -0.6 | -2% | -7% | 6% | -0.3% | -3%
Cc1ccc2cccc(NC(=S)NC(=O)c3ccnn3C)c2n1 | -9% | i | -11% | -1.2 | -1% | -10% | -8% | u | -2%
CCN(CC(=O)NCc1cccs1)C(=O)CN(C)S(=O)(=O)c1ccc(C)cc1 | -12% | i | -9% | -1.1 | -2% | 0% | 5% | -0.1% | 8%
COc1ccc(CNC(=O)CCCn2nc(C)n3ccnc3c2=O)cc1 | 12% | i | 9% | -4.5 | 6% | -3% | 0% | -0.2% | 8%

Quoted at random: three entries already listed.
SMILES | Nrf2 block | Akt phos inh | TGFb SMAD3 inh | CCT chaperon mod | A549 viability | Mm-Cpn inhibitor | EPAC2 agonist | Nrf2 ARE act | EPAC2 antag
CCCCCc1nc2c(C#N)c(-c3ccc(Cl)cc3)ccn2n1 | -12% | i | 24% | -0.4 | -11% | -1% | 0% | 2.5% | -7%
Cc1ccc(N2C(=O)c3ccc(C(=O)N4CCN(Cc5ccccc5)CC4)cc3C2=O)cc1 | -3% | i | -9% | -0.6 | -2% | -7% | 6% | -0.3% | -3%
C#CC[N+]1(CC#Cc2ccc(C)cc2)CCCCC1 | -25% | i | 0% | 0.4 | -7% | 1% | 1% | 0.5% | 15%

One compound at a time, from the list above:
C#CC[N+]1(CC#Cc2ccc(C)cc2)CCCCC1 in the list: Nrf2 block: -25%; Akt phos inh: i; TGFb SMAD3 inh: 0%; CCT chaperon mod: 0.4; A549 viability: -7%; Mm-Cpn inhibitor: 1%; EPAC2 agonist: 1%; Nrf2 ARE act: 0.5%; EPAC2 antag: 15%
CC12C(=O)N(c3ccccn3)C(=O)C1C1C=CC2C1 (centres undefined) in the list: Nrf2 block: 5%; Akt phos inh: i; TGFb SMAD3 inh: 0%; CCT chaperon mod: 0.4; A549 viability: 15%; Mm-Cpn inhibitor: -16%; EPAC2 agonist: 9%; Nrf2 ARE act: 2.2%; EPAC2 antag: 8%

The results go on.
SMILES | Nrf2 block | Akt phos inh | TGFb SMAD3 inh | CCT chaperon mod | A549 viability | Mm-Cpn inhibitor | EPAC2 agonist | Nrf2 ARE act | EPAC2 antag
Oc1ccc(Cl)cc1CNCc1ccc(Cl)nc1 | 7% | i | 7% | -0.8 | 8% | -6% | -5% | 5.4% | 5%
O[C@@H]1CN(Cc2ccc(-n3cccn3)cc2)CC[C@H]1N1CCN(c2ccccc2F)CC1 | u | i | u | -2.6 | -5% | 2% | 19% | 0.2% | -4%
CC(=O)c1cccc(NC(=O)C(C)OC(=O)c2ccc3ncsc3c2)c1 (centres undefined) | 0% | i | 7% | -1.9 | 8% | -10% | 12% | 0.1% | 5%
O=C(O)CC(C(=O)O)N1C(=O)/C(=C/C=C/c2ccco2)SC1=S (centres undefined) | u | i | -13% | -1.6 | u | -5% | 10% | 0.3% | 22%
Cn1nccc1C(=O)Oc1ccc(/C=N/NC(=O)c2ccccc2O)cc1 | 25% | i | 0% | 2.2 | 4% | 0% | -5% | 0.8% | 12%
CC1CCN(C2CCN(S(=O)(=O)c3ccc(F)cc3)CC2)CC1 | 2% | i | -11% | -1.7 | 0% | -2% | -2% | 0.3% | 0%
COc1cc(OC)cc(N(C(=O)c2ccco2)C(C(=O)NC2CCCC2)c2ccc(N3CCOCC3)cc2)c1 (centres undefined) | 5% | i | 20% | 0.9 | 2% | 0% | 15% | 2.4% | 1%
CC(C(=O)Nc1cc(C(F)(F)F)ccc1N1CCOCC1)N1C(=O)C2CCCCC2C1=O (centres undefined) | 2% | i | 0% | 0.8 | 3% | -1% | 5% | -0.2% | -9%
COc1ccc(/C=C/C(=O)c2ccoc2)cc1 | 8% | i | u | -6.4 | 0% | -5% | 7% | u | 1%
CCN(Cc1ccc(C#CCCO)cc1)CC1CCCN(CCc2cccc(OC)c2)C1 (centres undefined) | 2% | i | u | 0.6 | 10% | 1% | 9% | 3.1% | 7%
CCOc1ccccc1NC(=O)Cn1c(=O)n(Cc2ccco2)c(=O)c2sc3ccccc3c21 | -1% | x | -1% | x | 1% | x | x | 5.4% | x
Cn1c(=O)n(C)c2cc(S(=O)(=O)Nc3ccccc3C(=O)O)ccc21 | 3%&-6% | i | -6%&-20% | -3.4 | -4%&-10% | -1% | 6% | -0.1%&0.0% | 1%
CCOC(=O)N1CCN(S(=O)(=O)c2ccc3[nH]c(=O)sc3c2)CC1 | x | i | -11% | 2.7 | 0% | -3% | 4% | 0.3% | 18%
CCS(=O)(=O)N1CCC(C(=O)NCc2ccco2)CC1 | 5% | i | -7% | 0.2 | -13%[1.84 µM] | -1% | -1% | -0.8% | 3%
O=C(CNC(=O)c1cccc(Br)c1)N/N=C/c1cccnc1 | 4% | i | -5% | 0.9 | 2% | 0% | 9% | -0.2% | 13%
CCN(CC)C(=O)C1=C(C)NC(=O)NC1c1c(F)cccc1Cl (centres undefined) | 0% | i | 0% | -2.1 | -10% | -1% | 11% | 0.0% | -4%
COc1ccccc1/C=C(/NC(=O)c1ccccc1)C(=O)NCCCn1ccnc1 | 9% | i | 0% | 2.4 | 0% | -2% | 0% | -0.8% | -6%
CCCN(CC(=O)Nc1ccccc1C)C(=O)c1ccc(N2CCCC2)c([N+](=O)[O-])c1 | 3% | i | -11% | -3.5 | -14% | 0% | 2% | -0.3% | -5%
Cc1cc(=O)n(CC(=O)NC2CC2)c2c1c(C)nn2-c1ccccc1 | -5% | i | 13% | -0.1 | 0% | 1% | 8% | -0.3% | -1%
Cc1oc2ccc(NS(=O)(=O)c3ccc(C(C)(C)C)cc3)cc2c1C(=O)Nc1ccccc1 | x | i | 0% | -8.1 | u | -3% | -6% | 3.0% | -7%
COc1cccc(CN2CC(C(=O)NCc3cnn(C)c3)CCC2=O)c1 (centres undefined) | 4% | i | 7% | -0.8 | -1% | 1% | 15% | -0.5% | 4%
Cc1cccc(NC(=S)NCc2ccc(F)cc2)c1 | 6% | i | -15% | -0.9 | u | -11% | 4% | 0.5%[9.22 µM] | 2%

Some of the compounds tested; rates above refer to the full screens.
